Screens (PubChem BioAssay)
ST2 IL33 inh – IL1RL1 inhibition | Q01638 | AlphaLISA ST2-Fc/biotin-IL-33 interaction, 1 h | inhibition, % for hits at 17 µM | 78,000 tested, 2.3% active | AID 1259354; in the data active means inhibition above about 30%; inconclusive means mostly about 10% to 28%
Target sequence (Q01638 whole entry, looked up): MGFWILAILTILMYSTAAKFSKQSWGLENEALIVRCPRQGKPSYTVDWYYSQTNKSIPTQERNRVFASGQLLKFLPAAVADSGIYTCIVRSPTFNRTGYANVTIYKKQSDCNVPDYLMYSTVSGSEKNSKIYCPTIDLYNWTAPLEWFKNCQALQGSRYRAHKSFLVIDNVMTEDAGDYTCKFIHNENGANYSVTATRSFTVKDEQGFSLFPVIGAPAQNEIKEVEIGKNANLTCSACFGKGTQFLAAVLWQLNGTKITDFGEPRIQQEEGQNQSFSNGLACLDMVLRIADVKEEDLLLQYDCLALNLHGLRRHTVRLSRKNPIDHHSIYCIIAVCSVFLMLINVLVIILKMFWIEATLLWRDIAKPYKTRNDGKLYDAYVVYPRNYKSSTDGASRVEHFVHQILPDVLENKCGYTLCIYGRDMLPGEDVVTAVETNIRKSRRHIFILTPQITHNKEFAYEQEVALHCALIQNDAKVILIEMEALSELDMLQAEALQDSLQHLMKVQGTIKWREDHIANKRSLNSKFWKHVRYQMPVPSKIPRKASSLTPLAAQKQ
Starred values were filed as active, the others as inactive; i = inactive; ? = inconclusive. A portion of the library; the hit share may differ from the screen's.

entry | SMILES | ST2 IL33 inh
1 | COc1ccc(-c2ncnn2-c2cccc(Cl)c2C)cc1OC | ?
2 | O=C(C1=CCCC1)N1CCC2(CCCN(CCc3ccccc3)C2)C1 (stereo not given) | ?
3 | N#CC1=C(N)OC2=C(C(=O)CC(c3ccccc3)C2)C1c1ccccc1Cl (stereo not given) | i
4 | CC(C)(O)C#Cc1ccc(CN2CC(c3ccncc3)C2)cc1 | ?
5 | CCOc1ccc(C(=O)C[n+]2ccc(C(=O)NCc3ccccc3)cc2)cc1 | i
6 | COc1ccc(NC(=O)C(Cc2ccc([N+](=O)[O-])cc2)N2C(=O)c3ccccc3C2=O)cc1 (stereo not given) | ?
7 | CCOc1ccc(C(=O)Nc2cc(Cl)ccc2OC)cc1Cl | ?
8 | CC(=O)c1ccc(NC(=O)Cn2c(-c3cncs3)nc3ccccc32)cc1 | ?
9 | O=C(NCc1ccccc1)c1cc(N2C(=O)C=CC2=O)ccc1Cl | i
10 | CC(C)c1ccc(NC(=O)O[C@@H]2CO[C@H]3[C@@H]2OC[C@@H]3NS(=O)(=O)Cc2ccccc2)cc1 | ?
11 | COc1ccc(C2C3C(=O)N(c4ccc(C)cc4)C(=O)C3N3CCCN23)cc1 (stereo not given) | i
12 | Nc1nnc(SCC(=O)NC(CF)Cc2ccccc2)s1 (stereo not given) | i
13 | O=C(C[C@@H]1CCNC[C@@H]1Cc1cc(COc2ccccc2)on1)N1CCOCC1 | i
14 | O=C(Nc1ccc(I)cc1)c1cccc([N+](=O)[O-])c1 | i
15 | CCCCN1C(=O)c2ccccc2C1C(=O)NC1CCCCC1 (stereo not given) | i
16 | Cc1cc(NC(=O)C2CCN(S(=O)(=O)c3c(C)n[nH]c3C)CC2)ccc1Br | i
17 | O=C(Nc1ccccc1Cl)c1cnn2c(C(F)(F)F)cc(-c3ccco3)nc12 | i
18 | COC(=O)C1C(=O)C2=C(CC1C)NC(C)=C(C(=O)OC1CCCC1)C2c1cccc(OC)c1 (stereo not given) | i
19 | Cc1ccc(C2CC(=O)CC(c3ccc(C)cc3)S2)cc1 (stereo not given) | ?
20 | O=C(c1ccc(OCCCc2cnc[nH]2)cc1)C1CC1 | ?
21 | O=C(Nc1ccc([N+](=O)[O-])cc1)c1cc2ccccc2o1 | i
22 | CCN(CC)C(=O)/C(=C/c1ccc2c(c1)OCO2)NC(=O)c1ccccc1OC | ?
23 | CC(=O)N1c2c(cc(Br)cc2S(=O)(=O)CCC(=O)NC2CCCC2)CC1C (stereo not given) | i
24 | Cc1ccc(/C=C2/SC(=Nc3ccccc3)NC2=O)c(C)c1 | 35%*

3 of the compounds above, with each value named.
#18 COC(=O)C1C(=O)C2=C(CC1C)NC(C)=C(C(=O)OC1CCCC1)C2c1cccc(OC)c1 (stereo not given)
  ST2 IL33 inh: i
#19 Cc1ccc(C2CC(=O)CC(c3ccc(C)cc3)S2)cc1 (stereo not given)
  ST2 IL33 inh: ?
#20 O=C(c1ccc(OCCCc2cnc[nH]2)cc1)C1CC1
  ST2 IL33 inh: ?

More compounds follow.
entry | SMILES | ST2 IL33 inh
25 | O=C(c1ccc2c(c1)ncn2C1CCCCC1)N1CCN(Cc2ccccc2)CC1 | i
26 | Cc1cccc(-c2ccc3c(c2)C(=O)N2CC[C@H](NC(=O)c4cccs4)[C@H]2C(=O)N3)c1C | i
27 | Fc1cccc(CC2CN(Cc3cn[nH]c3-c3ccccc3)CCO2)c1 (stereo not given) | i
28 | CCC(=O)N1CCc2cc(Br)cc(S(=O)(=O)NCc3ccc4c(c3)OCO4)c21 | ?
29 | O=C(c1ccccc1-c1ncc[nH]1)N1CCCC2(C1)C(=O)Nc1ccccc12 (stereo not given) | i
30 | O=C(NCc1ccccc1)c1noc2c1CCc1ccccc1-2 | i
31 | CN(C)CCNc1nc(-c2ccc([N+](=O)[O-])cc2)nc2ccccc12 | i
32 | Cc1cccc(-c2noc(CN(C)C(=O)C(C)(C)NC(=O)c3cccs3)n2)c1 | i
33 | Cc1ccc(C)c(CSC2=NCCN2C(=O)c2ccc(S(=O)(=O)N3CCCCC3)cc2)c1 | i
34 | CC(C)Cc1ccc(S(=O)(=O)N2CCN(c3ccccc3F)CC2)cc1 | i
35 | Brc1ccc(C2CC(c3ccco3)n3ncnc3N2)cc1 (stereo not given) | i
36 | Cc1nc2nc(-c3cccs3)[nH]c2cc1Br | i
37 | COc1ccc(C(C[N+](=O)[O-])Sc2cccc3cccnc23)cc1 (stereo not given) | ?
38 | COc1ccc(CN2CCNC(=O)C2CC(=O)NCc2cccc(Cl)c2)c(F)c1 (stereo not given) | i
39 | O=c1[nH]c2cc(Cl)c(Cl)cc2[nH]c1=O | i
40 | Cc1cc(C)c2c(N)c(C(=O)Nc3ccccc3F)sc2n1 | i
41 | CC1=C(C(=O)Nc2ccccc2C)C(c2ccccn2)n2nc(SCc3ccccc3)nc2N1 (stereo not given) | ?
42 | CCC(CC)C(=O)N1C[C@@H]2OCC(=O)N(CC3CC3)[C@@H]2C1 | i
43 | O=C(Nc1ccccc1Cl)c1ccc(C(F)(F)F)cc1 | i
44 | Cc1occc1C(=O)Nc1ccc(F)c(Cl)c1 | i
45 | Cc1ccc(C(=O)Nc2ccc3nn(-c4ccccc4)nc3c2)cc1 | i
46 | COc1cccc(CC2CN(C(=O)c3ccc(SC)cc3)CCO2)c1 (stereo not given) | i
47 | O=C(NCCc1ccccc1Cl)c1ccc(NC2=NC3CS(=O)(=O)CC3S2)cc1 (stereo not given) | i
48 | CCN(CC)Cc1cnc2c(C(=O)N3CCc4sccc4C3)cnn2c1 | ?
49 | O=C(c1cc(-c2ccc3c(c2)OCO3)on1)N1CCN(C(c2ccccc2)c2ccccc2)CC1 | i
50 | O=S1(=O)C=C(Sc2nc3ccccc3s2)c2ccccc21 | i
51 | Cn1c(-c2ccc([N+](=O)[O-])cc2)nc2ccccc21 | ?
52 | CC(C)CCn1c(Br)nc2c1c(=O)n(CC(N)=O)c(=O)n2C | i
53 | COc1ccc(OC)c(C2NC(=O)NC(C)=C2C(=O)OCCc2ccccc2)c1Br (stereo not given) | i
54 | Cc1c(Cl)c([N+](=O)[O-])nn1CCCC(=O)NC1CCCCC1 | i
55 | Cc1ccc(NS(=O)(=O)c2ccc(Cl)cc2)nc1 | i
56 | Clc1ccc(-n2cnc3ccccc32)nc1 | i
57 | O=C(c1ccc([N+](=O)[O-])cc1)N1CCN(c2ccccc2F)CC1 | i
58 | O=C1CC2(CCN(C(=O)CCc3ccc(F)cc3F)CC2)CN1 | ?
59 | Cc1cccc(Cn2c(=O)n(CCC(=O)NCc3ccccc3)c(=O)c3sccc32)c1 | i
60 | Clc1ccc(C2=NN3C(C2)c2ccccc2OC3c2ccco2)cc1 (stereo not given) | ?
61 | Cc1ccc(NS(=O)(=O)c2ccc3c(c2)CCN3C(=O)C2CC2)cc1F | i
62 | COc1ccc(OC)c(C2SCCN2S(=O)(=O)c2ccccc2)c1 (stereo not given) | i
63 | CC(C)Nc1ncc(CN2CCCC(C(=O)c3ccc4ccccc4c3)C2)cn1 (stereo not given) | i
64 | O=C(c1cc2ccccc2o1)N1CCN=C1SCc1ccc(Br)cc1 | i
65 | Cc1cccn2c(=O)c3cc(C(=O)N4CCC(C)CC4)n(C)c3nc12 | i
66 | Cc1cc(-c2ccccc2)c(C#N)c(N)n1 | i
67 | CC(=O)Nc1ccc(CN2C[C@H](O)C[C@H]2c2nc(-c3cccc([N+](=O)[O-])c3)no2)cc1 | i
68 | COc1ccc(S(=O)(=O)N2CC3[C@H]4C=C[C@H](C4)[C@H]3C2)cc1 (stereo not given in full) | i
69 | CCn1cc(SCC(=O)Nc2ccccc2)c2ccccc21 | i
70 | O=C(CCCn1c(=O)[nH]c2ccsc2c1=O)N1CCN(c2ccccn2)CC1 | ?
71 | O=C1/C(=C/c2ccc(O)cc2)SC(=Nc2ccc(O)cc2)N1c1ccc(O)cc1 | ?
72 | CCC1CN(C(=O)c2cn3cccnc3n2)CCC(=O)N1Cc1ccccc1 (stereo not given) | ?

Quoted at random: 6 compounds from above.
entry | SMILES | ST2 IL33 inh
57 | O=C(c1ccc([N+](=O)[O-])cc1)N1CCN(c2ccccc2F)CC1 | i
6 | COc1ccc(NC(=O)C(Cc2ccc([N+](=O)[O-])cc2)N2C(=O)c3ccccc3C2=O)cc1 (stereo not given) | ?
37 | COc1ccc(C(C[N+](=O)[O-])Sc2cccc3cccnc23)cc1 (stereo not given) | ?
30 | O=C(NCc1ccccc1)c1noc2c1CCc1ccccc1-2 | i
61 | Cc1ccc(NS(=O)(=O)c2ccc3c(c2)CCN3C(=O)C2CC2)cc1F | i
71 | O=C1/C(=C/c2ccc(O)cc2)SC(=Nc2ccc(O)cc2)N1c1ccc(O)cc1 | ?

The listing continues.
entry | SMILES | ST2 IL33 inh
73 | Cc1ccc(OCC(=O)OCCN2C(=O)c3ccccc3C2=O)cc1C | i
74 | O=C(CC1COCCN1)N1CCN(C/C=C/c2ccccc2)CC1 (stereo not given) | ?
75 | CCC(NC(=O)C(C)(C)C)c1ccc(C)cc1C (stereo not given) | ?
76 | Cc1cc(C)c2oc(-c3cccc(NC(=O)c4ccc([N+](=O)[O-])o4)c3C)nc2c1 | ?
77 | O=C1OC(c2ccc([N+](=O)[O-])cc2)=N/C1=C\c1ccc([N+](=O)[O-])cc1 | i
78 | CC(=O)Nc1nonc1-c1nc2ccccc2n1CCC(C)C | i
79 | C=C(C)CNC(=O)C1CCC(=O)N(CCCc2ccccc2)C1 (stereo not given) | ?
80 | COc1ccc2nc(N=C(N)NC(=O)c3ccc(F)cc3)nc(C)c2c1 | ?
81 | CN(Cc1ccccc1)C1CC(=O)N(c2ccccc2)C1=O (stereo not given) | i
82 | CC(=O)c1cccc(NC(=O)O[C@@H]2CO[C@H]3[C@@H]2OC[C@@H]3NC(=S)Nc2cc(C)cc(C)c2)c1 | i
83 | CCOc1ccccc1N1CCN(Cc2ccc(OC)cc2OC)CC1 | i
84 | O=C(NCc1ccncc1)c1ccc(Br)cc1 | i
85 | CCCCCCCCc1ccc(-c2ccc(C(=O)O)cc2)cc1 | i
86 | Cc1cnc2c(C(=O)N3CCCC(OCc4ccccn4)C3)cnn2c1 (stereo not given) | i
87 | COc1ccc(CCNC(=O)c2cc(-c3ccc4c(c3)OCO4)on2)cc1OC | i
88 | Cc1noc([C@@H]2C[C@H](NC(=O)c3ccco3)CN2C)n1 | i
89 | COC(=O)[C@@H]1Cc2c([nH]c3ccccc23)[C@H]2C[C@@H](NC(C)C)C[C@@H](c3ccccc3)N21 | i
90 | CCOc1ccc(CCN2C(=O)CCC2(C)C(=O)NC2CCCC2)cc1OCC (stereo not given) | i
91 | CS(=O)(=O)c1ccc(CN2C[C@@H]3OCC(=O)N(c4ccccc4)[C@@H]3C2)cc1 | i
92 | O=C1C2CCCN2C(c2ccco2)N1c1nccs1 (stereo not given) | ?
93 | COc1ccnc(N2C[C@H]3CC=CC[C@H]3C2)n1 | i
94 | O=C(Nc1nnc(-c2ccccc2Cl)o1)c1ccc(S(=O)(=O)N2CCCCCC2)cc1 | ?
95 | O=C(CCCn1c(=O)[nH]c2ccsc2c1=O)NCCc1ccccc1 | ?
96 | Clc1ccc(-c2cccc(-n3cnnc3)c2)s1 | i
97 | c1coc(-c2nc3sc(-c4ccco4)nc3s2)c1 | i
98 | CC(C)N1Cc2c(sc3c2CCCC3)N(C(=O)c2ccccc2)C1 | i
99 | CC(C(=O)NCc1ccco1)N(c1ccccc1)S(C)(=O)=O (stereo not given) | i
100 | O=C(c1sccc1Cl)N1Cc2cnn(Cc3ccc(F)cc3)c2C1 | ?
101 | C=C(C)CN1CCN(c2cc(C)c(C#N)c3nc4ccccc4n23)CC1 | i
102 | Cc1cc(NC(=O)Cn2c(=O)n(-c3ccc(C)c(C)c3)c(=O)c3c4c(sc32)CCC4)n[nH]1 | i
103 | CCN(CC)c1ccc(NC(=O)Cc2ccccc2)cc1 | 36%*
104 | O=C(NCC1CCN(Cc2cnn(-c3ccccc3)c2)C1)C1CCC1 (stereo not given) | i
105 | CCOC(=O)c1c(C)n(CC)c2ccc(OC(=O)COc3ccc(C)cc3)cc12 | i
106 | Cc1cc(C(=O)N(C2CCCCC2)C2CCCCC2)no1 | i
107 | CNc1ccc([N+](=O)[O-])cc1-n1cc2c(c1-c1ccc(OC)cc1)c(=O)n(C)c(=O)n2C | i
108 | O=C1NCC2(CCCN(C(=O)CCN3C(=O)COc4ccccc43)C2)O1 (stereo not given) | i
109 | CC(=O)c1c(C)oc2c(Br)cc(NS(=O)(=O)c3ccccc3)cc12 | i
110 | CCOC(=O)c1c(NC(=O)C2(c3ccccc3)CCCC2)sc2c1CC(C)(C)OC2 | i
111 | O=C(CCS(=O)(=O)c1ccc(Br)s1)NC1CCCC1 | i
112 | COCCOC(=O)C1=C(C)NC2=C(C(=O)C(C(=O)OC)C(C)C2)C1c1ccc(N(C)C)cc1 (stereo not given) | i
113 | CCc1ccc(S(=O)(=O)NCc2nc3cccnc3n2Cc2ccccc2)cc1 | ?
114 | O=C(NC1CCCCC1)C(c1ccccc1)c1ccccc1 | i
115 | COc1ccc(CNC(=O)C2CCN(CC3CCCCC3)CC2)cc1 | i
116 | CCOC(=O)c1c(C)n(CCOc2ccccc2Cl)c2ccc(O)cc12 | i
117 | CC(=O)Nc1ccc(C(=O)CC#N)cc1 | i
118 | Cc1ccoc1C(=O)NC1CCCN(C2CCN(C)CC2)C1 (stereo not given) | i
119 | C=CCN(C(=O)CCN1CCCCO1)C1CCCC1 | i
120 | COc1cc(C2C(C#N)=C(N)OC3=C2C(=O)CCC3)cc([N+](=O)[O-])c1O (stereo not given) | i
121 | Cc1c(N=Cc2cc([N+](=O)[O-])ccc2N2CCCC2)c(=O)n(-c2ccccc2)n1C | 36%*
122 | Cc1cc(C)nc(NC(=O)c2ccccc2F)c1 | 30%*
123 | COc1ccc(-c2cc(F)cc3c2OC(CNC(=O)c2cccc(Cn4nc(C)cc4C)c2)C3)nn1 (stereo not given) | i
124 | CCC(C)Oc1ccc(C(=O)Nc2ccc(NC(=O)C(C)C)cc2)cc1 (stereo not given) | i
125 | COc1cc(-c2c(C)cc(O)cc2O[C@@H]2O[C@H](CO)[C@@H](O)[C@H](O)[C@H]2O)oc(=O)c1 | i
126 | O=c1cc(-c2ccc(O)cc2)oc2c(-c3c(O)cc(O)c4c(=O)cc(-c5ccc(O)cc5)oc34)c(O)cc(O)c12 | i
127 | COc1ccc(CC(=O)N2CCN(S(=O)(=O)c3cc4c5c(c3)CCN5C(=O)CC4)CC2)cc1OC | ?
128 | Fc1ccc2nc(N3CCc4ccccc4C3)sc2c1 | i
129 | CCOc1ccc(C2CC(c3ccc(C(C)C)cc3)n3ncnc3N2)cc1 (stereo not given) | i
